Assay outcomes (PubChem)
MEX-5 binding: C. elegans MEX-5 TCR-2 RNA binding activity. hit rate 0.38% among 300,000. activity score (negative = inhibition of binding), % at 10 µM. MEX-5/FITC-TCR2 RNA binding, fluorescence polarization; stronger effect = lower value;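 active means inhibition past about -25% in most replicates, and total fluorescence under double the plate's negative control median, limit read from the data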;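 further: 0% = DMSO and -100% = 5 µM competing unlabeled TCR2 RNA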
TPT1 inh: inhibitors of Candida albicans tRNA 2'-phosphotransferase TPT1; recombinant caTPT1, FP RNA substrate dephosphorylation; inhibition, % at 5 µM; hit rate 0.81% among 300,000;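 active means inhibition above the mean of all tested compounds plus 3 SD, set per screening campaign, cut at about 24% in these data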;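 further: plate controls were DMSO alone for no effect and ferristatin control at 100 nM for full effect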
PAD4 FP inh: PAD4 (human) enzyme inhibition | Q9UM07 | recombinant PAD4, RCA probe fluorescence polarization | inhibition, % at 6.36 µM | hit rate 0.41% among 330,000 | AID 485272;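 active means percent inhibition above a cutoff equal to the mean of all tested compounds plus 3 SD, cut at about 15% in these data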;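 further: 0% = PAD4 with RCA probe and DMSO and 100% = probe without PAD4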
PME-1 primary: blocks human protein phosphatase methylesterase 1 | Q9Y570 | inhibition, % at 5.9 µM | hit rate 0.53% among 320,000 | recombinant PME-1, FP-Rh probe fluorescence polarization;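 active means inhibition above the campaign mean of all compounds plus 3 SD, cut at about 26% in these data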;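 further: competitive labeling of PME-1 active site by serine hydrolase directed probe; 0% = PME-1 with DMSO and 100% = wells lacking PME-1 enzyme; inhibitors block probe labeling so polarization falls and inhibition rises; many of its hits are not listed in these tables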
BCLXL inh: Bcl-xL (human) inhibition. AID 2129. GST-Bcl-xL / FITC-Bim BH3 peptide fluorescence polarization. Q07817. inhibition, % at 10.9 µM. hit rate 0.7% among 320,000;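 active means inhibition above the mean of all tested compounds plus 3 SD, cutoff set per campaign, cut at about 30% in these data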;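 further: 0% = DMSO wells and 100% = unlabeled Bim-BH3 peptide competitor; inhibitors lower millipolarization by displacing the labeled peptide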
Target sequence (Q07817 whole entry, looked up): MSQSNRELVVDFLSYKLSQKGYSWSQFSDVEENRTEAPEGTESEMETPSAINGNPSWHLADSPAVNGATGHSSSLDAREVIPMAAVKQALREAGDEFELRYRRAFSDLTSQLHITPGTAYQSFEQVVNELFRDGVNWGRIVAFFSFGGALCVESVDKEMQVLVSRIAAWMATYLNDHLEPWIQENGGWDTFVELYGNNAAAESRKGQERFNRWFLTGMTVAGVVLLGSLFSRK
MCL1-BIM inh: MCL1-BIM-BH3 interaction inhibition (human) | hit rate 0.68% among 320,000 | inhibition, % at 10.9 µM | Q07820 | AID 2057 | GST-MCL1 / FITC-Bim-BH3 fluorescence polarization;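 active means inhibition above the mean inhibition of all tested compounds plus 3 SD, set per campaign, cut at about 40% in these data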;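 further: 0% = DMSO wells and 100% = unlabeled Bim-BH3 peptide control; higher means more loss of mP so more displacement of Bim peptide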
Target sequence (Q07820 whole entry, looked up): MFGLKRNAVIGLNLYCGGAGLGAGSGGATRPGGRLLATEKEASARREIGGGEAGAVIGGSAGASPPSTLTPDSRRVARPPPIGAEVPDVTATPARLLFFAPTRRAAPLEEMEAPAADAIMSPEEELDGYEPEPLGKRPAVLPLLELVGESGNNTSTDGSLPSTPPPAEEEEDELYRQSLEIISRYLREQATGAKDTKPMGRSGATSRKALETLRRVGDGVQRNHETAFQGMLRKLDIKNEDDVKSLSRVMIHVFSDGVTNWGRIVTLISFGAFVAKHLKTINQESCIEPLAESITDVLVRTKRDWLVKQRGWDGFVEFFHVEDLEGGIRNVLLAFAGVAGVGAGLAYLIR
GLD-1 RNA inh: GLD-1-TGE RNA interaction inhibition (C. elegans); hit rate 0.44% among 320,000; AID 2280; inhibition, % at 5.96 µM; purified GLD-1 + fluorescein TGE RNA, fluorescence polarization; Q17339;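 active means percent inhibition above a per-plate cutoff, the plate mean of test compounds plus 3 SD, cut at about 30% in these data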;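 further: 0% = DMSO wells with GLD-1 and probe and 100% = wells lacking GLD-1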
GSTO1 inh: GSTO1 inhibition, counter-screen for RBBP9 inhibitors; recombinant GSTO1, activity-based probe fluorescence polarization; hit rate 1.1% among 300,000; inhibition, % at 5.96 µM; P78417;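 active means inhibition above the campaign mean inhibition plus 3 SD, cut at about 35% in these data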;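 further: 0% = GSTO1-1 with DMSO and 100% = wells lacking GSTO1-1 enzyme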
Target sequence (P78417 whole entry, looked up): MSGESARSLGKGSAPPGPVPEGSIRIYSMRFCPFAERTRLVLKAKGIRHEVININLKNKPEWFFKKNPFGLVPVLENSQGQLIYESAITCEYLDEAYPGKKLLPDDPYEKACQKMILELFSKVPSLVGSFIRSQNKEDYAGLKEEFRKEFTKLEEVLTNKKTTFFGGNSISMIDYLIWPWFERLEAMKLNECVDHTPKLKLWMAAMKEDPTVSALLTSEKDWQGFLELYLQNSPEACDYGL
Fam108B counter: blocks mouse Fam108B hydrolase in RBBP9 counter-screen; recombinant Fam108B, FP-Rh probe fluorescence polarization; inhibition, % at 9.51 µM; hit rate 0.33% among 300,000;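 active means inhibition above the screen mean inhibition plus 3 SD, computed separately per campaign, cut at about 18% in these data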;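 further: inhibitors lower polarization as less probe binds the enzyme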
Numbers without * were called inactive; x = no result given. An excerpt. The share of hits here may be higher or lower than overall.

SMILES | MEX-5 binding | TPT1 inh | PAD4 FP inh | PME-1 primary | BCLXL inh | MCL1-BIM inh | GLD-1 RNA inh | GSTO1 inh | Fam108B counter
CCCNC(=O)c1ccccc1NC(=O)CN(c1ccccc1)S(=O)(=O)N(C)C | -1.2 | 2 | -2 | -4 | 0 | -6 | -3 | 4 | 2
O=C1C=C(NCc2ccncc2)CC(c2ccccc2)C1 (stereo not drawn) | 1.1 | -3 | -1 | -5 | 4 | 4 | -1 | 3 | 7
Cc1ccc(OCc2nnc(SCc3nc4ccccc4[nH]3)n2Cc2ccco2)cc1 | 0.3 | 2 | 2 | -1 | -4 | 0 | 8 | 4 | 1
CCOc1ccc(CNC(=O)NS(=O)(=O)c2ccc(OC)cc2)cc1 | -3.6 | 6 | -3 | -2 | -3 | 3 | -8 | 3 | -2
CCN(CC)c1cc(C)c2cc(NC(=O)CNC(C)=O)ccc2n1 | -1.9 | -4 | -3 | 5 | 0 | -2 | 6 | -1 | -1
C=C(C)CNC(=O)CCc1nnc(C2(c3ccc(Cl)cc3)CCC2)o1 | 5.4 | -1 | -8 | -6 | 1 | 4 | -5 | 0 | -4
Cn1nnnc1SCC(=O)Nc1ccc2c(c1)OCO2 | 0.1 | -5 | -1 | -2 | 0 | 4 | 0 | 19 | -2
O=C(O)C1CSC(c2ccccc2)N1C(=O)c1ccco1 (stereo not drawn) | -1.1 | 1 | -6 | -1 | 9 | 14 | -5 | -13 | 8
COc1ccccc1C1CCN(C(=O)c2ccc(Cl)cc2)CC1 | -0.3 | 4 | 1 | -3 | -4 | -12 | 9 | -1 | -3
Cc1ccc(N/N=C2/CCCNC2=O)cc1 | -2.0 | -8 | -8 | 7 | 9 | 4 | 1 | 12 | 0
COc1cc(/C=C(/NC(=O)c2ccc(Cl)cc2Cl)C(=O)O)cc(OC)c1OC | 4.1 | 7 | -3 | -4 | 5 | -2 | -1 | 3 | 2
CN(C)C(=O)CSc1nnc(Cc2ccccc2)n1Cc1ccco1 | 0.9 | -4 | 2 | -7 | 7 | 16 | 2 | 8 | -3
Cn1c(=O)c2sccc2n(Cc2cccc(Br)c2)c1=O | -3.5 | 0 | -2 | 0 | 5 | 1 | 1 | 5 | 2
Cn1nc(-c2ccccc2)c(CSc2ccccc2Cl)c1Cl | -0.1 | -7 | 4 | -3 | 3 | 2 | -4 | -2 | 12
COc1ccc(C(Nc2ccc(S(=O)(=O)NCC3CCCO3)cc2)C(=O)NC(C)(C)C)cc1OC (stereo not drawn) | 2.6 | -1 | -4 | -2 | 0 | 0 | 1 | -1 | 0
CC(=O)c1ccc(NC(=S)NCc2ccc(Cl)cc2Cl)cc1 | -2.6 | 0 | -3 | -4 | -3 | 10 | 3 | -29 | -12
COc1ccc(CCn2c(C)cc3c(c2=O)C(c2ccc4c(c2)OCO4)C(C#N)=C(N)O3)cc1OC (stereo not drawn) | -0.8 | -2 | -1 | 4 | 4 | 3 | 3 | 10 | -6
CC1CCN(C(=O)CCCC(=O)N2CCC(C)CC2)CC1 | 1.8 | -2 | 0 | 3 | 4 | 4 | 0 | 2 | 1
CCCN(CC(=O)Nc1ccc(C(C)=O)cc1)CC(=O)Nc1ccccc1C | 0.7 | 2 | -9 | 2 | -6 | -21 | 1 | 9 | 0
O=C(CSc1nc2[nH]ncc2c(=O)[nH]1)Nc1ccc(OC(F)(F)F)cc1 | -2.1 | 2 | -7 | -8 | 3 | 8 | -3 | -4 | -1
Cc1ccccc1Cn1c(=O)c2c(nc3n2CCCN3Cc2ccccc2)n(C)c1=O | -1.1 | -1 | -4 | 8 | 2 | -1 | -3 | 0 | 5
Cc1csc(NC(=O)CSc2ncnc3ccccc23)n1 | -0.1 | -3 | 10 | 3 | 6 | 6 | -4 | 3 | -2
C/C(CC(=O)N(C(C)C)C(C)C)=N\NC(=O)COc1ccc(Cl)cc1Cl | 1.5 | -3 | -5 | 1 | 1 | 1 | 6 | 2 | -2
O=C(CCC(=O)N1CCN(c2ccccn2)CC1)Nc1nnc(C(F)(F)F)s1 | 0.6 | 1 | 0 | 1 | 8 | 6 | -1 | 4 | -1
CC(C)=NNc1nc2c(c(=O)n(C)c(=O)n2C)n1CCc1ccccc1 | -2.0 | -1 | -5 | 7 | 10 | 21 | 0 | 16 | 8
COc1ccc(-c2csc(N(CC3CCCO3)C(=O)c3ccccc3)n2)cc1 (stereo not drawn) | -0.4 | 1 | 2 | 2 | 2 | 2 | 1 | 2 | -5
O=C(CSc1nncs1)NCc1ccc2c(c1)OCO2 | 2.5 | 1 | -4 | 1 | 1 | 1 | -7 | 0 | 0
CN1CCC2(CC1)Nc1nc(SCc3ccc(Cl)cc3)nn1C1=C2CN(C)CC1 | 1.0 | -6 | -1 | -4 | 4 | 8 | 6 | 0 | 5
CO/N=C/CC(=O)c1ccc(OC)cc1 | -1.3 | -1 | -5 | -5 | 6 | 7 | 0 | -3 | 0
Cc1cc(=O)oc2c3c(cc(OCC(=O)NC(Cc4ccc(Cl)cc4)C(=O)O)c12)OC(C)(C)CC3 (stereo not drawn) | -1.6 | -2 | 2 | 2 | 6 | 8 | 5 | -17 | -2
CN1c2ccccc2C(C)(C)C12CC(CCl)=NO2 (stereo not drawn) | 2.5 | -5 | -11 | -1 | 12 | 9 | -3 | 46* | 1
Cc1cccc(C(=O)NCC(=O)NCC2COc3ccccc3O2)c1 (stereo not drawn) | 0.6 | -3 | -4 | -1 | 6 | 3 | 5 | 2 | -3
CC1(C)Cc2c(c(=S)nc(-c3ccccc3)n2CCCN2CCOCC2)CO1 | 0.4 | -1 | -4 | -3 | 10 | 9 | -2 | 2 | -2
CN1CCN(C2=Cc3ccccc3Sc3cc(F)ccc32)CC1 | -1.4 | 1 | 3 | -6 | 4 | 4 | -4 | 2 | 2
Cc1cc(C(=O)COc2cccc3cccnc23)c(C)n1C | -3.1 | -61 | -7 | 18 | 147* | 177* | 151* | 26 | 8
O=C(Nc1ccc2c(c1)OCO2)c1cnn2c1NC(c1ccco1)CC2C(F)(F)F (stereo not drawn) | -2.5 | 5 | -13 | -12 | 0 | -4 | -3 | -9 | -12
CCC(=O)Nc1ccc(-c2nnc(SCC(=O)N3CCCCC3)n2C)cc1 | -3.4 | -1 | 6 | -6 | -5 | 4 | -2 | 0 | 2
CC(=O)C1=C(C)NC(=O)NC1c1ccc(Cl)cc1 (stereo not drawn) | -1.3 | 1 | 1 | 1 | 2 | 4 | 4 | 0 | 4
O=C(O)c1ccc(-n2[nH]c3c(c2=O)CCCC3)cc1 | -7.4 | 2 | 0 | -5 | -1 | 4 | -5 | 6 | 4
N#Cc1ccccc1Cn1c(=O)n(CCCC(=O)NCc2ccc3c(c2)OCO3)c(=O)c2ccccc21 | 0.2 | -4 | -4 | 4 | 6 | 13 | -16 | 12 | -5
COc1ccccc1Oc1ccc(N/C=C/C(=O)C(C)(C)C)cc1 | -2.7 | 2 | -10 | 1 | -2 | 6 | 3 | 1 | 3
S=C(NC1CCCC1)N1CCOCC1 | -0.8 | 6 | -1 | -7 | -7 | -22 | -7 | -4 | -2
CC(=O)Oc1ccc(C(=O)Nc2ccccc2C(=O)Nc2cccc(C(=O)O)c2)cc1 | -3.9 | 4 | -3 | -6 | -5 | 0 | -10 | -2 | -2
COc1ccc(N(Cc2cc3ccc(C)cc3[nH]c2=O)C(C)=O)cc1 | 1.9 | 1 | -1 | 2 | 3 | 1 | 2 | 4 | 4
Cc1ccc(-c2nnn(CC(=O)N(Cc3cccs3)C(C(=O)NC3CCCCC3)c3ccco3)n2)o1 (stereo not drawn) | -0.5 | 5 | 0 | -3 | 2 | -1 | -2 | -6 | -3
Cc1cc(-c2ccccc2)n2nc(N)nc2n1 | 3.3 | 0 | -5 | -3 | 4 | 0 | 3 | -1 | 0
O=C(CCC1N=C2c3ccccc3N=C(SCc3ccc(Cl)cc3)N2C1=O)NCc1ccco1 (stereo not drawn) | -1.4 | 1 | 5 | 0 | 5 | 2 | 4 | 1 | 3
CN1CCN(S(=O)(=O)c2cccc(C(=O)Nc3sccc3C#N)c2)CC1 | x | x | -50 | -21 | -4 | -34 | 2 | x | x
CC1CCCN(CCOc2ccc(Br)cc2)C1 (stereo not drawn) | 0.4 | 3 | -3 | 1 | 2 | 0 | 6 | 2 | 1
COc1ccc(OC)c(NC(=O)COC(=O)CN(C)S(=O)(=O)c2ccc(C)cc2)c1 | 1.0 | 0 | -5 | 2 | 0 | 0 | -2 | -2 | 3
Cc1ccc(CN(C)C(=O)C2CCC(=O)N(CC3CCCCC3)C2)o1 (stereo not drawn) | -1.0 | 0 | 0 | -3 | 0 | -1 | -2 | -4 | 3
Cc1ccc2cccc(NC(=O)c3ccc(Br)o3)c2n1 | 0.3 | 1 | -8 | 1 | 2 | 7 | -7 | 3 | -2
COc1ccc(Nc2nc(C(C)(C)C)nc3c2nnn3Cc2ccccc2Cl)cc1OC | 0.5 | 1 | 2 | -6 | 2 | 10 | 5 | 19 | 1
COC(=O)C1=C(C)N(c2ccc(Cl)c(Cl)c2)C(=O)C1 | 0.3 | 0 | -3 | -8 | 4 | 1 | -5 | 4 | 4
CC(C)c1nnc(NC(=O)CSc2ncn[nH]2)s1 | 1.7 | 2 | 4 | -1 | -2 | 10 | 3 | 4 | 1
COc1ccccc1NC(=S)NCCSc1ccc(Cl)cc1 | -3.5 | -1 | 1 | 9 | 2 | 9 | -5 | -2 | 0
O=c1cc(-c2ccccc2)[nH]c2cc(Cl)ccc12 | 1.0 | 0 | 3 | 1 | 0 | 2 | 0 | -1 | 1
CCn1c2ccccc2c2cc(NC(=O)c3cc(C)on3)ccc21 | -0.1 | 6 | -2 | 12 | 4 | -7 | -2 | 9 | 7
Cc1ccc2nc3c(cc(C(=O)NC4CCCC4)c(=N)n3CCCn3ccnc3)c(=O)n2c1 | -12 | -2 | -5 | -5 | 9 | 6 | 3 | 8 | -2
CC(=O)Nc1cccc(-c2nnc(SCC(=O)n3c4c(c5ccccc53)CCCC4)n2C)c1 | -0.5 | -3 | -1 | -6 | -16 | -17 | 0 | 3 | -7

More entries follow.
SMILES | MEX-5 binding | TPT1 inh | PAD4 FP inh | PME-1 primary | BCLXL inh | MCL1-BIM inh | GLD-1 RNA inh | GSTO1 inh | Fam108B counter
Cc1c(C(=O)OCC(=O)N(C)C2CCS(=O)(=O)C2)oc2ccc(Br)cc12 (stereo not drawn) | 0.7 | -4 | 2 | 2 | 6 | 5 | 9 | -4 | -3
COC(=O)c1c(-c2cccc(C)c2)csc1N | -0.7 | 5 | -6 | 5 | 6 | 13 | 6 | 2 | -1
CCOC(=O)N1CCN(c2cc(=O)n(-c3ccccc3Cl)c(=O)[nH]2)CC1 | -1.5 | 1 | 0 | 5 | 3 | -7 | 8 | 3 | -4
CC(Sc1nnc(-c2ccncc2)n1C)C(=O)NCC1CCCO1 (stereo not drawn) | 0.3 | -1 | -4 | -2 | -2 | -9 | -2 | 4 | -2
CCOc1cc(N2CCOCC2)c(OCC)cc1NC(=O)c1ccc(C)cc1 | 2.0 | -2 | 0 | 1 | 8 | 3 | -4 | 3 | -1
Cn1cccc1/C=C1/SC(=O)N(CC(=O)N2CCCC2)C1=O | -2.4 | 4 | 3 | -4 | 0 | -7 | -4 | 12 | 5
Cc1ccc(Cn2ccc(NC(=O)c3cc(C4CC4)on3)n2)cc1 | 1.3 | 1 | 0 | 0 | 3 | -3 | -3 | 1 | 0
